Bioassay records as filed in PubChem BioAssay.
Rev-erbA mod = modulators of human Rev-erb alpha DNA binding | P20393 | Rev-erbα–FITC-DNA binding, fluorescence polarization, 90 min | activity, % at 10 µM | hit rate 0.79% among 370,000;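 active means activity above about 14%, limit read from the data; passing the limit was not always enough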;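 further: 0% = DMSO wells with 35 nM protein and 100% = DMSO wells with 750 nM protein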
TCR CD3 inh = human TCR-CD3 binding inhibition; TAMRA-labeled TCR probe fluorescence, biochemical; inhibition, % at 9.4 µM; hit rate 0.37% among 360,000; AID 651800; in the data active means inhibition above about 19%;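 further: recombinant mutant TCR 2C K166C tagged with TAMRA read by polarization; 0% = receptor in buffer alone and 100% = receptor with positive control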
rCAG binder = molecules binding r(CAG) RNA repeats; r(CAG) RNA repeat, TO-PRO-1 dye displacement fluorescence; inhibition, % at 3 µM; hit rate 1.3% among 370,000; AID 651821;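 active means inhibition above the plate cutoff, the mean of all test compounds on that plate plus 3 SD, cut at about 35% in these data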;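 further: 0% = DMSO alone and 100% = 100 µM mitoxantrone as full dye displacement; higher means more dye released from RNA so lower well fluorescence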
LEDGF integ inh = blocks HIV-1 LEDGF/p75-dependent DNA integration. hit rate 0.64% among 370,000. TR-FRET IN-LEDGF/p75 DNA integration, Eu/Cy5. inhibition, % at 3.7 µM. AID 743269;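 active means inhibition above the screen-wide mean plus 3 SD, cut at about 13% in these data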;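 further: signal is the Cy5 over europium emission ratio at 671 and 618 nm; 0% = plate median of compound wells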
MBD2 inh = MBD2-methylated oligo binding inhibition; hit rate 0.31% among 370,000; TR-FRET, MBD2 binding to methylated oligonucleotide; inhibition, % at 4.4 µM; AID 686964; in the data active means inhibition above about 13%
PG9 Ab binder = binds the HIV-1 gp120 antibody PG9 | TR-FRET gp120-PG9 antibody binding | inhibition, % at 6.7 µM | hit rate 0.43% among 360,000 | AID 624416; in the data active means inhibition above about 8.5%
UHRF1 binding = blocks human UHRF1 binding to methylated DNA. Q96T88. UHRF1 binding to methylated oligo, TR-FRET. inhibition, % at 4.4 µM. hit rate 0.75% among 370,000; in the data active means inhibition above about 21%;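 further: UHRF1 SRA domain binding a hemimethylated CpG hairpin DNA probe; 0% = median of test compound wells and 100% = reference inhibitor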
HTRA1 inh = blocks human HTRA1 serine peptidase | recombinant HTRA1, FP-rhodamine activity-based probe, fluorescence polarization | inhibition, % at 5.96 µM | hit rate 0.5% among 340,000 | AID 504803; in the data active means inhibition above about 36%;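 further: 0% = enzyme with DMSO and 100% = wells lacking enzyme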
Target sequence (Q92743 whole entry, looked up): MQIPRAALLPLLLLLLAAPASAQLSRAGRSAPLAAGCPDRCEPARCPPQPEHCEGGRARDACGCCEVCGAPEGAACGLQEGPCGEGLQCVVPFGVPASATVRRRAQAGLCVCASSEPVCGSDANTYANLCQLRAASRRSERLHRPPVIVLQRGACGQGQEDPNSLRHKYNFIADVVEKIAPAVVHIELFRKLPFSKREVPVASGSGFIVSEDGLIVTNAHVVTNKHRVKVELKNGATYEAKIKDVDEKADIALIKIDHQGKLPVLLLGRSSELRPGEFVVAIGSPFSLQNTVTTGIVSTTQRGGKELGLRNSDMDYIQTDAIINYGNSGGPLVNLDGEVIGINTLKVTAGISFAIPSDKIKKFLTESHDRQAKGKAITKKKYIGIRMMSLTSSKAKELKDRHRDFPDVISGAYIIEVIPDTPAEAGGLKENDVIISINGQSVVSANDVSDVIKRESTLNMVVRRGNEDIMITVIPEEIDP
PRMT1 inh = PRMT1 (human) inhibition, primary screen. hit rate 1.3% among 370,000. Q99873. recombinant PRMT1, activity-based probe fluorescence polarization. inhibition, % at 2.79 µM;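 active means inhibition above about 21% made by adding two undisclosed values, limit read from the data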
mABHD4 FP = ABHD4 (mouse) inhibition, primary FP screen. AID 720543. purified mABHD4, FP-Rh probe fluorescence polarization. inhibition, % at 8.92 µM. hit rate 0.54% among 370,000;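 active means inhibition exceeding the mean over every tested compound plus 3 SD, cut at about 30% in these data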;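 further: 0% = plate median of compound wells and 100% = S159A mutant with DMSO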
Target sequence (Q8VD66 whole entry, looked up): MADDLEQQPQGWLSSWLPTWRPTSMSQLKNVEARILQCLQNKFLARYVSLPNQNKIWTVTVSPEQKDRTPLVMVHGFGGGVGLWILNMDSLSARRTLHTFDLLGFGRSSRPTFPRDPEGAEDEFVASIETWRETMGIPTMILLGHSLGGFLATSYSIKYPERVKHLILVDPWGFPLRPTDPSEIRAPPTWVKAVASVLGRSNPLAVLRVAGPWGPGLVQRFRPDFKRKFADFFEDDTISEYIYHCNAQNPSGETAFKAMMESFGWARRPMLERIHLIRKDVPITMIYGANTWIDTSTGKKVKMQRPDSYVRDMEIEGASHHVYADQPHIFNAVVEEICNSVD
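Test system: mABHD4 protein; Read-out basis: % inhibition; Incubation: 45 min + 60 min at 25 °C; Repeats: single replicate; Technique: fluorescence polarization with parallel and perpendicular emission, 525/598 nm; Compound: 8.92 µM, single dose; Benchmarks: full inhibition S159A mutant plus DMSO, zero as sample-well median.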
* marks the source's active call; other numbers are inactive results; nt = no result given. Not all compounds are listed, so the mix of outcomes need not match the whole.

nr	Compound	Rev-erbA mod	TCR CD3 inh	rCAG binder	LEDGF integ inh	MBD2 inh	PG9 Ab binder	UHRF1 binding	HTRA1 inh	PRMT1 inh	mABHD4 FP
1	NC(=S)NNC(=O)c1ccccc1	2.0	3.5	-0.4	0.5	-6.8	0.4	-0.8	2.4	-3.3	-2.5
2	Cc1cccc(NC(=S)NNC(=O)c2csc(C(C)C)c2)c1	-1.9	2.6	18.1	5.1	4.4	-0.7	4.1	0.0	2.5	5.2
3	Cc1cc(C)c(S(=O)(=O)N2CCN(c3ccc([N+](=O)[O-])c(NCc4ccco4)c3)CC2)c(C)c1	-0.8	8.0	0.9	-2.4	0.2	0.2	-1.0	-2.2	1.7	3.5
4	CCOc1cc(OCC)cc(C(=O)N2CCC[C@H]2C(=O)N2CCC[C@H]2C(=O)N[C@@H](C)c2ccccc2)c1	-4.4	-9.5	-1.4	-2.4	1.6	2.5	0.5	nt	3.7	14.5
5	C[C@H]1CN([C@@H](C)CO)S(=O)(=O)c2ccc(Br)cc2O[C@H]1CN(C)C(=O)CN(C)C	6.4	-0.7	0.7	-1.2	-2.3	-2.0	-0.4	nt	-2.1	5.8
6	CCOc1nc(N(C)C)nc(-n2nnc(C(C)=O)c2C)n1	-1.6	0.9	-3.0	-0.4	1.9	-0.1	2.1	6.1	1.1	-17.0
7	CCOC(=O)C[N+](C)(C)CCOC1CC2CCC1(C)C2(C)C (stereo unspecified)	-1.5	2.5	-2.1	-1.2	2.0	-1.1	1.6	2.2	-2.7	0.0
8	COc1ccc(OC)c(CC(NC(C)=O)C(=O)NC2CCN(c3c(Cc4ccccc4)c(C)nc4ncnn34)CC2)c1 (stereo unspecified)	-1.6	6.1	-7.6	-0.3	5.0	-0.9	18.9	10.3	-0.5	-1.5
9	CCc1nc2ccc(C(=O)Nc3ccc(NC(C)=O)cc3)cn2c1N(C)CCC(C)C	2.0	6.7	-1.3	-1.2	0.5	-1.4	0.0	nt	-2.1	24.8
10	CC(OC(=O)CCc1nc2ccccc2c(=O)[nH]1)C(=O)Nc1cccc(C(F)(F)F)c1 (stereo unspecified)	-8.6	-1.7	3.3	4.4	-4.4	0.7	-1.0	-0.6	-1.6	-4.1
11	N#CC(c1nc2ccccc2nc1OCCO)S(=O)(=O)c1ccccc1 (stereo unspecified)	3.6	1.7	12.0	2.6	-3.7	0.5	-3.6	-2.3	-2.7	2.9
12	CCN1C(=O)CCN(C2CCCC2)c2nc(Nc3ccc(C(=O)NC4CCN(C)CC4)cc3OC)ncc21	-2.1	3.8	-5.7	-2.0	5.3	-3.3	8.9	-5.3	-2.1	2.3
13	O=C1CCCC2=C1C(c1ccc(O)c(O)c1)Nc1ccc3ncccc3c12 (stereo unspecified)	-22.8	12.2	8.6	7.3	4.9	1.0	4.2	40.4*	34.2*	9.9
14	O=C(Cc1ccc(NC(=O)C2CCCN(C(=O)C3CCC3)C2)cc1)Nc1cccc(C(=O)N2CCCC2)c1 (stereo unspecified)	-2.1	2.2	1.5	1.0	3.7	-1.1	0.4	8.3	-2.0	-3.5
15	CCOC(=O)c1cnn(Cc2ccccc2Cl)c1N	1.7	-3.7	2.1	-2.8	9.9	1.0	5.3	-3.2	5.2	-13.3
16	O=C(CN1CCCN(Cc2ccc(F)cc2Cl)C1=O)NCc1ccccc1	-3.3	-9.7	-0.7	6.2	4.6	-0.9	-2.2	1.0	-0.2	1.0
17	COC(=O)CCCC(=O)NC1CCCc2c1cnn2-c1ccc(F)cc1F (stereo unspecified)	0.2	-7.4	-0.9	0.0	0.8	-0.2	0.1	-5.0	-1.0	3.3
18	CCOC(=O)c1sc(=NC(=O)c2cc(OC)c(OC)c(OC)c2)n(C)c1C	30.3*	4.5	-3.3	-3.1	-1.2	28.2*	0.3	1.6	-1.1	-9.3
19	O=C(c1ccc2snnc2c1)N1CCN(c2ccccn2)CC1	4.4	-6.4	1.7	-1.6	-3.0	-0.6	6.1	-2.2	1.1	-9.5
20	O=C(Nc1ccccc1C(=O)N/N=C/c1ccc(F)cc1)c1ccccc1Br	2.6	-3.1	7.9	-1.0	-5.8	-3.0	0.5	-17.2	-2.7	1.3
21	Cc1nc(S(=O)(=O)N2CCOCC2)c(C#N)c(C)c1Cl	-2.5	4.4	-1.5	0.7	-3.6	2.1	0.9	3.9	-1.4	1.7
22	Cc1c(C(=O)N2CCCCC2)c(S(=O)(=O)NCCc2ccc(S(N)(=O)=O)cc2)c(C)n1C	-0.6	-0.1	0.6	-10.4	1.1	0.4	1.7	4.4	-0.7	-1.2
23	Cc1cc(=O)[nH]c(/N=C(\N)Nc2ccc(Oc3ccccc3)cc2)n1	2.4	2.7	3.2	-2.8	3.6	0.0	0.1	2.9	2.5	3.0
24	CCN(CC(=O)NCc1cccs1)C(=O)c1ccc(Cl)c(Cl)c1	-5.5	5.6	0.6	-4.4	-2.2	-0.1	35.2*	-2.7	0.1	0.6
25	O=C(CCC(=O)N1CCN(c2ccc(F)cc2)CC1)N1CCN(c2ccc(F)cc2)CC1	-1.3	3.4	-5.2	-1.8	0.9	-2.1	0.6	4.3	0.8	-5.0
26	CC(C)(C)c1csc(NC(=O)Cn2c(=O)oc3ccccc32)n1	-5.3	4.0	8.0	3.5	-2.8	-1.4	1.2	-29.7	6.4	-9.6
27	COc1ccccc1C1NC(=O)CCC1[N+](=O)[O-] (stereo unspecified)	-0.9	2.6	-0.4	-0.6	6.8	-1.6	0.2	0.0	6.8	2.5
28	O=C(NNC1CC(=O)N(c2ccc(Br)cc2)C1=O)c1cccs1 (stereo unspecified)	-1.3	-2.6	13.1	2.1	-2.5	-0.7	0.8	3.8	4.9	2.1
29	O=c1c(Cc2ccccc2)c(O)ccn1CCc1cnc[nH]1	-5.4	-4.0	0.4	4.7	2.2	0.5	0.4	-12.1	-2.3	-2.6
30	COc1ccc(NC(=O)CCSc2ccc(C)cc2)cc1S(=O)(=O)Nc1ccccc1Cl	-2.5	-4.2	12.3	0.5	-3.5	1.1	1.3	-27.3	0.1	-47.2
31	CCNc1nc(NCC)n2c(SCC(=O)Nc3ccccc3F)nnc2n1	-2.4	-2.7	-1.8	4.8	-2.7	-0.5	1.0	3.2	27.1*	4.2
32	O=C(Nc1ccc(C2CC2(Cl)Cl)cc1)c1ccccc1Br (stereo unspecified)	0.7	-3.2	0.4	-1.6	1.1	-1.8	1.2	-32.2	0.7	-14.4
33	Cc1ccc(C)c(S(=O)(=O)N2CCN(C(=O)c3ccc(-n4cncn4)c([N+](=O)[O-])c3)CC2)c1	9.8	-6.7	1.4	3.0	-4.1	-4.5	1.9	4.3	-6.9	-3.1
34	CC1CCN(S(=O)(=O)c2ccc(Oc3ccc([N+](=O)[O-])cc3)cc2)CC1	6.3	-13.8	-2.9	-3.8	6.6	2.4	-0.4	-2.1	3.0	-10.5
35	O=C(CSc1ccc([N+](=O)[O-])cn1)Nc1ccc2c(c1)OCO2	-1.4	4.2	5.2	5.9	-5.6	0.0	-1.2	-4.2	0.9	5.8
36	O=[N+]([O-])c1cccc(CNCc2ccccc2)c1	-5.0	0.6	-1.4	6.0	1.2	-0.2	-2.4	-0.7	-3.3	2.8
37	Cc1ccc(NCC(O)C(O)C(O)CO)cc1C (stereo unspecified)	-0.1	5.1	-2.2	-2.7	-1.9	-2.8	6.8	8.1	-2.5	3.5
38	CC(=O)OCCCCON1C(=O)c2ccccc2C1=O	-1.2	5.1	1.4	1.5	-3.2	0.8	-1.8	6.7	0.7	-3.2
39	O=C(NNS(=O)(=O)c1ccccc1)c1cccnc1	1.4	-2.4	-1.2	3.1	5.3	-1.2	-2.7	-1.1	-1.7	-2.5
40	Cc1ccc(S(=O)(=O)N(C)c2ccc3ccccc3c2)cc1	7.3	1.5	-2.2	-4.5	-3.2	-1.8	-0.9	-17.2	0.7	-14.0
41	Cc1ccc(-c2ccc(SCC(=O)N3CCN(c4ccccc4)CC3)nn2)cc1	3.6	0.9	3.1	2.1	1.3	-1.1	-2.3	6.2	1.8	-6.5
42	CCOC(=O)c1ccc(NC(=O)CC2COc3ccccc3O2)cc1 (stereo unspecified)	5.8	-1.1	-4.2	-2.3	-4.7	0.3	5.0	-27.3	-3.0	-15.7
43	C=CCN(C(=O)c1csnn1)C(C(=O)NC1CCCC1)c1cccs1 (stereo unspecified)	1.6	7.2	1.4	-0.7	1.8	-0.9	-1.7	3.9	-4.3	-0.7
44	CN(Cc1cnccn1)C(=O)CC1C(=O)NCCN1Cc1cccc(F)c1 (stereo unspecified)	3.9	-10.8	-2.0	-2.2	1.9	-0.5	1.8	-1.6	4.8	-5.7
45	CCOc1ccccc1-c1nc(-c2ccc(NC(=O)Cc3ccc(OC)cc3)cc2)no1	42.8*	4.5	8.7	-5.3	-2.6	-0.7	1.0	-29.5	-1.7	-14.6
46	C=CCn1c(=O)c2c(nc(-c3ccc(S(=O)(=O)O)cc3)n2C)n(C)c1=O	-5.5	-3.1	2.8	-2.4	-2.7	-1.0	-2.0	0.4	-1.8	-3.8
47	CN1CCN(C(=O)CN(C2CCCCC2)S(=O)(=O)c2ccccc2)CC1	0.8	0.6	-4.0	-0.8	2.9	-0.1	-2.2	-0.1	-0.8	2.9
48	CCCC(=O)Nc1cc2c(cc1C(=O)c1ccccc1)OCCO2	8.5	0.0	2.5	1.6	-2.0	0.8	2.5	-7.4	-0.8	1.3
49	O=C(Nc1ccccc1)Nc1ncc(C(F)(F)F)cc1Cl	-5.7	5.2	1.2	1.4	-2.6	0.4	0.8	0.0	-3.6	-0.3
50	COc1ccccc1C(=O)NNC(=O)c1ccc(NC(=O)C(C)C)cc1	4.2	-1.7	-1.1	-1.8	3.8	1.2	-1.2	6.2	-0.2	-1.8
51	Cc1onc(-c2ccccc2Cl)c1C(=O)NCc1ccc(F)cc1	-3.7	8.5	0.0	0.6	2.1	1.7	-1.2	-2.0	-1.6	-1.5

Single records, from the list above. Order of screens: Rev-erbA mod | TCR CD3 inh | rCAG binder | LEDGF integ inh | MBD2 inh | PG9 Ab binder | UHRF1 binding | HTRA1 inh | PRMT1 inh | mABHD4 FP
Profile of CCCC(=O)Nc1cc2c(cc1C(=O)c1ccccc1)OCCO2 : 8.5 | 0.0 | 2.5 | 1.6 | -2.0 | 0.8 | 2.5 | -7.4 | -0.8 | 1.3
Profile of CCOC(=O)C[N+](C)(C)CCOC1CC2CCC1(C)C2(C)C (stereo unspecified) : -1.5 | 2.5 | -2.1 | -1.2 | 2.0 | -1.1 | 1.6 | 2.2 | -2.7 | 0.0
Profile of CC(=O)OCCCCON1C(=O)c2ccccc2C1=O : -1.2 | 5.1 | 1.4 | 1.5 | -3.2 | 0.8 | -1.8 | 6.7 | 0.7 | -3.2
Profile of COc1ccccc1C1NC(=O)CCC1[N+](=O)[O-] (stereo unspecified) : -0.9 | 2.6 | -0.4 | -0.6 | 6.8 | -1.6 | 0.2 | 0.0 | 6.8 | 2.5
Profile of CCc1nc2ccc(C(=O)Nc3ccc(NC(C)=O)cc3)cn2c1N(C)CCC(C)C : 2.0 | 6.7 | -1.3 | -1.2 | 0.5 | -1.4 | 0.0 | nt | -2.1 | 24.8
